RmlCD inh 1536: blocks M. tuberculosis RmlC and RmlD coupled enzymes; hit rate 0.03% among 160,000; AID 1533; inhibition, % at 3.6 µM; P9WH09+P9WH11; RmlC+RmlD coupled enzyme assay, percent inhibition; primary screen in compound mixtures; in the data active = inhibition mostly above about 34%, no sharp cut-off; inconclusive = no clear call, values can overlap the other calls; inactive = mostly below about 22%; also: some results filed as inactive read as strong as hits
Target sequence (P9WH09 whole entry, looked up): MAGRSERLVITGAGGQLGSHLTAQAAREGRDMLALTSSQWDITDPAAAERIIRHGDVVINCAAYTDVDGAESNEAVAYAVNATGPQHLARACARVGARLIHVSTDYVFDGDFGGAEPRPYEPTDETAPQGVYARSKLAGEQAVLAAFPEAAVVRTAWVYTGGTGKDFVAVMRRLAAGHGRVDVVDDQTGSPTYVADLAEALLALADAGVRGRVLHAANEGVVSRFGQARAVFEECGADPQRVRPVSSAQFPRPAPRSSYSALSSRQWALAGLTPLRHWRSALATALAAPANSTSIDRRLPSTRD
Target sequence (P9WH11 whole entry, looked up): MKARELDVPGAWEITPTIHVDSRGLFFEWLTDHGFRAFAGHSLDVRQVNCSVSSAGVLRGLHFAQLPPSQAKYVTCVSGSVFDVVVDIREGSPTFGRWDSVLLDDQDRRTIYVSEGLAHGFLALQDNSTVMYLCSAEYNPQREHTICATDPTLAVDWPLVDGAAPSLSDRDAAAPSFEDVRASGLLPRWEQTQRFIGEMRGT
M. tuberculosis GlmU: inhibition of mycobacterial GlmU enzyme – biochemical, glucosamine-1-phosphate acetyltransferase (AID 1376) | M. tuberculosis GlmU acetyltransferase enzyme assay; higher % means a stronger effect | hit rate 0.25% among 220,000 | inhibition, %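 (tested at 30 µM in the primary screen)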; hits with a dose series show IC50 in µM; in the data active = inhibition above about 13%; inconclusive = no clear call, values can overlap the other calls;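 also: 0% = complete reaction with vehicle and 100% = reaction without substrate; strong numbers were not always called active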
An asterisk follows results filed as active; ? = inconclusive; . = no result given. The list is partial; rates above refer to the full screens.

SMILES	RmlCD inh 1536	M. tuberculosis GlmU
CC(=O)Nc1ccc(CN2CCN(CCC(C)C)C(CCO)C2)cc1 (centres undefined)	.	-2.7%
COc1ccccc1CNC(=O)C1CC(c2ccccc2[N+](=O)[O-])=NO1 (centres undefined)	-3	1.1%
CN(C)C=NC(=O)/C(C#N)=C/c1ccccc1	7	1.0%
Cc1cc(C(=O)N2CCCC(C(=O)c3cccc(C(F)(F)F)c3)C2)nc(C)n1 (centres undefined)	4	2.9%
CCOc1ccc(S(=O)(=O)NN=C2CCN(C(C)=O)CC2)cc1	.	0.4%
CCSc1nnc(NC(=O)COc2cccc3ccccc23)s1	.	3.6%
CO/N=C/c1cccn1-c1nccc(OC)c1C#N	15	1.2%
O=C(O)c1cccc(-n2nnnc2SCc2ccccc2Cl)c1	-44	3.8%
CCn1c(SCc2nc3ccccc3c(=O)[nH]2)nnc1-c1ccncc1	.	-1.8%
O=C(CN1C(=O)c2ccccc2C1=O)Nc1cccc2cccnc12	.	5.0%
CCS(=O)(=O)N1CCN(C2CCC(C)CC2)CC1 (centres undefined)	3	5.1%
O=C(c1cccc(Cl)c1)C1CCCN(Cc2ccon2)C1 (centres undefined)	-3	4.0%
Cc1c(-n2cccc2C=O)cccc1[N+](=O)[O-]	2	-9.7%
COc1cccc(C2(O)CCSCC2CN(C)C)c1 (centres undefined)	6	2.0%
CCOC(=O)c1cnc2ccc(C(=O)OC)cc2c1NCCc1ccc(OC)c(OC)c1	0	1.5%
O=C(CN1C(=O)CCC1=O)Nc1nc(-c2cccs2)cs1	31	2.9%
c1ccc2c(CCNCc3ccc4c(c3)OCO4)c[nH]c2c1	6	-0.9%
Cc1[nH]c2ccccc2c1CN1CCc2ccccc2C1	7	-5.8%
CC[n+]1c(/C=C/c2c[nH]c3ccccc23)ccc2cc(C)ccc21	-3	-9.1%
Cc1sc2ncnc(SCC(=O)c3cccs3)c2c1C	14	-4.6%

Carrying on.
SMILES	RmlCD inh 1536	M. tuberculosis GlmU
COc1cccc2cc(/C(C)=N/Nc3nc(-c4cc(C)ccc4C)cs3)c(=O)oc12	9	-0.2%
COc1cccc(-c2nc(C=O)cs2)c1	-11	3.4%
O=C(Nc1ccc2c(c1)OCO2)C1CCCCN1S(=O)(=O)c1ccccc1 (centres undefined)	-6	2.7%
COc1ccc(-c2coc3cc(O)ccc3c2=O)cc1OC	-3	0.4%
Oc1ccc(C[C@@H]2CNC(=S)N2CCc2cc(C(F)(F)F)cc(C(F)(F)F)c2)cc1	.	0.5%
Cn1c(SCC(=O)Nc2nccs2)nnc1-c1ccco1	.	-0.1%
CCN(CCNc1ccc([N+](=O)[O-])c2cccnc12)S(=O)(=O)c1ccccc1	-1	1.4%
CC(C)=CC(=O)Nc1c(C)cc(C)cc1Cl	-5	-3.5%
COc1ccc(C(=O)/C=C/Nc2ccc(S(=O)(=O)Nc3cccc(C(C)=O)c3)cc2)cc1	?	-2.1%
CC(=O)c1sc(NC(=O)c2cc3c(C)nn(-c4ccccc4)c3s2)nc1C	-6	0.3%
Cc1ccc(/C(N)=N/OC(=O)N2CCOCC2)cc1	.	1.5%
Cc1ccc(C)c(NS(=O)(=O)c2ccc(OCC(=O)NCc3ccco3)cc2)c1	7	1.9%
O=c1c2ccccc2nc(SCc2ccc([N+](=O)[O-])cc2)n1-c1ccc(Cl)cc1	2	-7.6%
COc1ccc(N=c2cc(-c3ccc(OC)cc3)oc3ccccc23)cc1	.	-3.3%
O=C(O)CN1CCN(Cc2ccccc2F)C1=O	1	1.1%
O=C(c1oc(=O)c2ccccc2c1-c1ccccc1)N1CCC(O)CC1	7	1.3%
COc1ccc(OC)c(Nc2nc(NCCCN(C)C)nc(N)c2[N+](=O)[O-])c1	-2	-12%
Nc1nonc1-n1nnc(C(=O)N/N=C/c2c(Cl)cccc2Cl)c1CSC1=NCCS1	.	-4.1%
Cc1ccnc(NC(=O)Nc2ccc(Br)cc2Cl)c1	-2	0.6%
O=C(Cc1ccccc1[N+](=O)[O-])NC1CC1	-10	0.0%

The list continues.
SMILES	RmlCD inh 1536	M. tuberculosis GlmU
COc1cc(/C=C(\NC(C)=O)C(=O)NC(C)(C)C)ccc1OC(C)=O	4	8.1%
CCC(=O)Nc1nc2ccccc2n1Cc1ccccc1Cl	-7	5.3%
COc1ccc2c(c1OC)C(=O)N1C(C(=O)O)Cc3c([nH]c4ccccc34)C21 (centres undefined)	.	4.5%
Cc1ccc2c(SCC(=O)NCc3ccco3)nc(-c3ccc(F)cc3)nc2c1	9	2.5%
CCC1CN(C(=O)Nc2cccc(C)c2)c2cc(C)ccc2O1 (centres undefined)	-6	6.6%
CCOc1cnc(-c2c(-c3c(F)cccc3Cl)noc2C)o1	-8	-0.7%
CCOC(=O)COc1cc(Br)c(C2NC(=O)NC(C)=C2C(C)=O)cc1OCC (centres undefined)	-8	3.4%
CCCC(CCC(=O)Nc1nccs1)C(=O)O (centres undefined)	-15	9.0%
O=S1(=O)CC=C(CSC(=S)NC2CCS(=O)(=O)C2)C1 (centres undefined)	.	-2.7%
Cc1cccc(N2CCN(C(=O)C3CCN(c4nnc(-n5cccc5)s4)CC3)CC2C)c1 (centres undefined)	.	1.2%
Cc1onc(-c2ccccc2Cl)c1C(=O)OCC(=O)Nc1cccc(S(=O)(=O)N2CCOCC2)c1	-9	-2.3%
Cc1nn(CCc2nn[nH]n2)c2nc(-c3ccc(C4CCCCC4)cc3)cc(C(F)(F)F)c12	3	4.3%
N#Cc1nc(COc2ccccc2)oc1N1CCC(Cc2ccccc2)CC1	.	2.0%
COc1ccc(-n2c(SCC(N)=O)nc3sc4c(c3c2=O)CCN(C)C4)cc1	.	-4.6%
COc1ccc(OC)c(NC(=O)Cn2cc(C#N)c3cc(Br)ccc32)c1	-9	-5.8%
CC(C)CC(NC(=O)c1ccccc1)C(=O)OCC(=O)Nc1ccc(S(N)(=O)=O)cc1 (centres undefined)	-10	-4.2%
CN1C(=O)c2ccc(S(=O)(=O)c3ccc(C(=O)O)cc3)cc2C1=O	-5	-9.3%
CC(=O)Nc1ccc(S(=O)(=O)NCCN2CCOCC2)cc1	.	2.8%
CCc1c(C#N)sc(C(N)=O)c1CC	-5	2.5%
COc1ccc(NC(=O)CCC(=O)OCc2ccc(Br)cc2)cc1	5	-8.6%

Next section
SMILES	RmlCD inh 1536	M. tuberculosis GlmU
CN(C)S(=O)(=O)c1ccc(NC(=O)C2CC(=O)N(Cc3ccccc3)C2)cc1 (centres undefined)	35	3.6%
CC(C)(C)C(=O)CSc1nc2c(c(-c3cccs3)c1C#N)CCC2	5	-0.3%
OCCn1c(Cl)nc2ccccc21	.	0.7%
Cc1ccc(CN2CCN(Cc3ccc(OCCO)cc3)CC2CCO)o1 (centres undefined)	-6	1.8%
COc1ccccc1COCC(O)CN(Cc1ccco1)Cc1ccccc1O (centres undefined)	9	-2.8%
CN1CCN(c2ccc(Cl)cc2NC(=O)c2ccc([N+](=O)[O-])cc2)CC1	.	-0.8%
CCOC(=O)c1ccc2[nH]c3c(c2c1)CCCC3O (centres undefined)	-9	0.5%
CCOP(=O)(OCC)C(c1ccccc1)N(C)C=O (centres undefined)	9	0.8%
O=C(COc1cccc2cccnc12)NCC(F)(F)F	-1	-3.2%
C/C(N)=C(/C#N)C(=O)COC(=O)c1cc(S(=O)(=O)N2CCCCC2)ccc1C	14	.
Cc1cccc2cc(CN(CC3CCCO3)C(=O)NC3CCCCC3)c(=O)[nH]c12 (centres undefined)	1	1.0%
CCOC(=O)CC(=O)Nc1c(C)cc(C)cc1C	-3	5.0%
Cc1ccc2nc(N3CCCCC3)c(C=O)c(=O)n2c1	-2	-7.5%
O=C1NCCCC2c3cc(O)c4ccccc4c3OC12N1CCCCC1 (centres undefined)	.	-0.5%
CCC1CC(CSc2ncn[nH]2)OC1=O (centres undefined)	63	1.6%
CCCCn1c(CNC(=O)CC)nc2ccccc21	-10	-2.3%
CN1CCN(C2=Nc3ccccc3Oc3ccc(Cl)cc32)CC1	-2	-0.5%
C/C(CC(O)c1ccc2ccccc2n1)=N/O (centres undefined)	.	-0.4%
N#CCc1ccc(NC(=O)Nc2cccc(Cl)c2)cc1	2	2.2%
COc1cc(S(=O)(=O)NCc2ccccc2)ccc1Br	-1	2.8%

Next section.
SMILES	RmlCD inh 1536	M. tuberculosis GlmU
OCCOCCn1c(C(CO)Nc2nc(-c3ccc(F)cc3)cs2)nc2ccccc21 (centres undefined)	.	0.8%
CNS(=O)(=O)c1cc(Br)ccc1S(=O)c1ccccc1C(=O)O (centres undefined)	.	-2.4%
O=C(CN1C(=O)CSc2ccccc21)NCCC1=CCCCC1	-3	.
O=C(CCSc1ccccc1)N1CCOCC1	-1	-2.9%
O=C(Nc1ccc(Cl)c(Cl)c1)c1cccc(S(=O)(=O)NCc2cccnc2)c1	5	-1.1%
COc1ccc(CC(NC(C)=O)C(=O)N2CCN(C(=O)Nc3ccc(Cl)cc3)CC2)cc1OC (centres undefined)	-14	-1.5%
Cc1cccc(NNC(=O)c2c(F)cccc2Cl)c1	8	-1.9%
C/C(CC(=O)Nc1ccccc1Cl)=N\NC(=O)C(=O)NCCO	5	-1.2%
Cc1cccc(NC(=O)/C(C#N)=C/c2cn(CC(=O)NCc3ccco3)c3ccccc23)c1C	2	2.3%
CC(C)NC(=O)N(O)C1N(Cc2ccc3c(c2)OCO3)C(=S)SC1(C)C (centres undefined)	2	-0.3%
N#CC(c1nc2ccccc2nc1N1CCOCC1)S(=O)(=O)c1ccccc1 (centres undefined)	4	3.8%
CN(C)S(=O)(=O)c1ccc(NC(=O)c2cc(F)c(F)cc2Cl)cc1	.	0.0%
CCN(CC)S(=O)(=O)c1ccc(-c2nnc(SC)o2)cc1	.	0.5%
CCOc1cc(C(=O)OCC(=O)Nc2cccc(C)c2)ccc1OCC(=O)N1CCOCC1	14	2.4%
O=C1CCCCC1C(=O)c1cn(-c2ccc(Cl)c(Cl)c2)nn1 (centres undefined)	3	-3.3%
CC(=O)Nc1ccc(Cl)c(C(N)=O)c1	10	-9.3%
Cc1cc(C(=O)COC(=O)c2nccnc2N)c(C)n1C	7	7.3%
COc1ccc(CN(C(=O)c2nsc(Cl)c2Cl)C(C(=O)NC2CCCC2)c2ccc(C)cc2)cc1 (centres undefined)	-1	1.7%
Cc1noc(C)c1S(=O)(=O)N(CC(=O)N1CCc2ccccc21)c1ccc(C(C)C)cc1	12	0.0%
Cc1cccc(CN2C(=O)[C@H]3Cc4c([nH]c5ccccc45)C(C)(C)N3C2=O)c1	.	2.4%

Laid out differently: entries from further up
SMILES: OCCOCCn1c(C(CO)Nc2nc(-c3ccc(F)cc3)cs2)nc2ccccc21 (centres undefined)
  RmlCD inh 1536 = .
  M. tuberculosis GlmU = 0.8%

SMILES: CNS(=O)(=O)c1cc(Br)ccc1S(=O)c1ccccc1C(=O)O (centres undefined)
  RmlCD inh 1536 = .
  M. tuberculosis GlmU = -2.4%

SMILES: O=C(CN1C(=O)CSc2ccccc21)NCCC1=CCCCC1
  RmlCD inh 1536 = -3
  M. tuberculosis GlmU = .

SMILES: O=C(CCSc1ccccc1)N1CCOCC1
  RmlCD inh 1536 = -1
  M. tuberculosis GlmU = -2.9%

Next structures
SMILES	RmlCD inh 1536	M. tuberculosis GlmU
Cc1nn(Cc2ccc(C(=O)Nc3ccc(C(=O)OC(C)C)cc3)o2)c(C)c1Cl	-11	2.8%
CC1(C)Cc2c(sc3c2c(=N)n(Cc2ccco2)c(=O)n3CC(=O)Nc2ccccc2)CO1	.	0.9%
CC1CN(C(=O)CN2C(=O)c3ccccc3S2(=O)=O)CC(C)O1 (centres undefined)	15	-2.9%
N#CCCn1cc(C(=O)Nc2ccc([N+](=O)[O-])cc2)c(-c2ccccc2)n1	-12	-1.9%
CCCCNC(=O)N1CCOCCOCCN(C(=O)NCCCC)CCOCCOCC1	9	-2.2%
COc1ccc(/C=C(\C#N)C(=O)OCC(=O)Nc2c(C)cccc2C(C)C)cc1	.	1.0%
COc1ccc([N+](=O)[O-])cc1N(CC(O)CN(CC(C)C)CC(C)C)S(=O)(=O)c1ccc(C)cc1 (centres undefined)	3	-2.1%
Cc1ccc(C)c(NS(=O)(=O)c2cc(C(=O)Nc3ccccc3-c3ccccc3)ccc2C)c1	-18	-2.2%
Cc1cc(=O)oc(C)c1C(=O)Nc1ccccc1F	-5	-2.3%
O=c1[nH]c2ccccc2n2cnnc12	7	-0.7%
COc1ccc(NC(=O)CN2CCN(C3c4ccccc4-c4ccccc43)CC2)cc1	.	-1.1%
O=C(CSc1ncnc2sc3c(c12)CCCCC3)NCc1ccco1	.	1.5%

Retrieved by structure from the list above (2):
SMILES	RmlCD inh 1536	M. tuberculosis GlmU
COc1cc(/C=C(\NC(C)=O)C(=O)NC(C)(C)C)ccc1OC(C)=O	4	8.1%
CN(C)S(=O)(=O)c1ccc(NC(=O)c2cc(F)c(F)cc2Cl)cc1	.	0.0%

Source: PubChem BioAssay
